High-throughput results from PubChem.
PfG6PD inh: PfG6PD (Plasmodium falciparum) enzyme inhibition; PfGluPho enzyme, NADPH resazurin-diaphorase fluorescence; inhibition, % at 20 µM; actives 0.78% (n = 350,000); AID 504690;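 active means inhibition reaching at least a set limit at 20 µM in the primary screen, cut at about 59% in these data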;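 further: 0% = DMSO wells with substrate and 100% = DMSO wells lacking glucose-6-phosphate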
HKDC1 inhibitor: inhibitors of human hexokinase HKDC1; recombinant HKDC1, G6PDH/diaphorase resazurin coupled fluorescence; inhibition, % at 20 µM; actives 0.16% (n = 340,000);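 active means inhibition above about 35% when tested at 20 µM, limit read from the data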;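 further: plate controls were DMSO wells with enzyme for no effect and DMSO wells lacking enzyme for full effect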
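Assay system – recombinant HKDC1 (HK5) hexokinase enzyme, produced in-house · Input – HKDC1 at 5 µg/mL · Reagent – glucose plus 1 mM ATP as hexokinase substrates · Timing – 90 min reaction incubation at room temperature, dark · Measured by – G6PDH/diaphorase-coupled fluorescence, 1 mM NADP, 100 µM resazurin, 525/613 nm · Benchmarks – DMSO-enzyme wells negative, buffer-substituted wells positive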
ATG4B inh: ATG4B (human) cysteine protease inhibition; Q9Y4P1; ATG4B cleavage of LC3-PLA2, NBD-HPC fluorescence, 1 h; inhibition, % at 8.33 µM; actives 0.51% (n = 340,000); AID 504462; in the data active means inhibition above about 40%
Target sequence (Q9Y4P1 whole entry, looked up): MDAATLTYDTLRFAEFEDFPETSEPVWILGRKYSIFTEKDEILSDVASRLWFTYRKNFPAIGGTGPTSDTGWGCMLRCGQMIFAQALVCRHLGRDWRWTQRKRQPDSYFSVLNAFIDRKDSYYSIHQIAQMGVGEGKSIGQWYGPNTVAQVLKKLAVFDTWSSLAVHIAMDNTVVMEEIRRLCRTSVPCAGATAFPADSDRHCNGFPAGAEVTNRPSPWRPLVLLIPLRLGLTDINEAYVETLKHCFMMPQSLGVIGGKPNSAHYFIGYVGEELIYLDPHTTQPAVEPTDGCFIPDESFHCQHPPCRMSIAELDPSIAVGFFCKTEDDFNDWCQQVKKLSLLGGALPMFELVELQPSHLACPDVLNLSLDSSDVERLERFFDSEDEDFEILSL
SENP8 inh: SENP8 (human) protease inhibition. Q96LD8. recombinant SENP8, Nedd8 substrate fluorescence. inhibition, % at 20 µM. actives 0.64% (n = 360,000). AID 602440; in the data active means inhibition mostly above about 40%, no sharp cut-off; inactive means mostly below about 27%
GRIN3A LBD mod: modulates the human NR3A ligand-binding domain | NR3A LBD differential scanning fluorimetry, Tm shift; 0% = protein alone, 100% = glycine-bound protein | Tm shift relative to glycine control, % at 25 µM | actives 2.5% (n = 340,000) | AID 1259313;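 active means melting temperature shift of at least 10% of the positive control shift, at one fixed dose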
SENP7 inh: blocks the human protease SENP7; actives 1.5% (n = 330,000); inhibition, % at 5 µM; recombinant SENP7, Z-RLRGG-aminoluciferin luminescence, 40 min; AID 434973;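 active means inhibition above about 50% at the single test dose, limit read from the data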;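 further: plate controls were DMSO with enzyme for no effect and no enzyme buffer wells for full effect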
SENP6 inh: SENP6 protease inhibition | Q9GZR1 | Recombinant SENP6 catalytic domain, aminoluciferin luminescence | inhibition, % at 10 µM | actives 1.8% (n = 330,000) | AID 2599;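 active means inhibition above about 50% at the single tested dose, limit read from the data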;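 further: plate controls were DMSO wells with enzyme for no effect and DMSO wells lacking enzyme for full effect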
Target sequence (Q9GZR1 628-1112 limits assumed): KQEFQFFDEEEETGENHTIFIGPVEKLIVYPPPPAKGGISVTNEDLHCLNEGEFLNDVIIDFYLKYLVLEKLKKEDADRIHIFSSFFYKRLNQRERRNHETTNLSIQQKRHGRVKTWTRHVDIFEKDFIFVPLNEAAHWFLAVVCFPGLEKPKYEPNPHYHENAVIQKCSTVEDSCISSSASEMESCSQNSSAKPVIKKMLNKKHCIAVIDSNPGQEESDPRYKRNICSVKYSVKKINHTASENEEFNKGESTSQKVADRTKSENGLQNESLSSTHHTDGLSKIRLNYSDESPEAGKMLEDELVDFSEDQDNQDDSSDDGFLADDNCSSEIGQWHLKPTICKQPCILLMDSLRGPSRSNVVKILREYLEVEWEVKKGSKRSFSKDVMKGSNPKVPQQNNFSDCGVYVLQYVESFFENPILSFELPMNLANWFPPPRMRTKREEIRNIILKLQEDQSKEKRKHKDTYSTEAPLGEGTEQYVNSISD
MPTP block: inhibitors of mitochondrial permeability transition pore | isolated mouse mitochondria, Ca2+ swelling absorbance, 30 min | inhibition, % at 10 µM | actives 1.4% (n = 360,000) | AID 602449;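 active means inhibition of 50% or more, scaled per plate between neutral and stimulator controls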;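 further: 0% = DMSO wells given calcium and 100% = 1 mM EGTA wells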
* = called active by the depositor; i = inactive; x = not tested or not shown. Rows are unselected; overall some 6.9% were active at least once.

The first 13 entries as a preview:
SMILES	PfG6PD inh	HKDC1 inhibitor	ATG4B inh	SENP8 inh	GRIN3A LBD mod	SENP7 inh	SENP6 inh	MPTP block
CCOc1ccc(CN(C)C(=O)CNC(=O)c2ccc3ccccc3c2)cc1OC	14	-5	-1	12	0	4	-1	-2.1
O=C(COc1ccc(Cl)cc1Br)NC(=O)NC1CCCC1	17	-2	0	8	-6	4	-30	-0.3
COc1cc(C(CC(=O)O)n2cnnn2)ccc1OC(C)C (stereo not drawn)	-10	-2	-5	4	1	4	10	-1.3
CCN(Cc1ccc(OC)c(F)c1)C(C)C(=O)Nc1ccc(S(=O)(=O)N2CCCC2)cc1 (stereo not drawn)	7	1	-2	1	0	-3	2	-0.8
O=C(C1=C[C@H](c2ccc3c(c2)OCO3)C[C@H](OCCCCO)O1)N1CCOCC1	7	-7	-5	-185	-3	-6	-8	-0.7
Cc1ccc(CCC(=O)Nc2ccc(N(C)C)cc2)o1	47	6	-2	14	-2	-6	0	2.1
Cc1ccc(C(=O)N2CCOCC2)cc1Cl	7	-3	-7	17	2	10	-6	-0.9
CCCC1=C(C(=O)OCC)C(c2cccs2)C(C#N)=C(N)O1 (stereo not drawn)	9	4	9	-49	2	-1	-4	-0.3
COc1cc(OC)cc(-c2nnc(SCc3ccc(C(=O)O)cc3)o2)c1	-19	4	-6	5	0	3	16	-0.9
Cc1nc(-c2cccc(NS(=O)(=O)c3ccccc3)c2)cs1	-15	6	12	16	-13	-5	-17	-0.4
CC(=O)C[C@@H](O)CC(=O)[C@H]1OC(=O)[C@@H](C)C/C=C\Cc2ccccc21	7	-5	x	-1	3	10	12	-0.1
CC1CCCC(NC(=O)COC(=O)COc2ccc(Br)cc2)C1C (stereo not drawn)	0	-2	-2	17	0	4	-2	-1.0
Cn1c(NCC(O)CO)nc2c1c(=O)n(Cc1ccc(Cl)c(Cl)c1)c(=O)n2C (stereo not drawn)	-6	4	-7	15	17*	-2	1	-0.8

The listing, from the start:
SMILES	PfG6PD inh	HKDC1 inhibitor	ATG4B inh	SENP8 inh	GRIN3A LBD mod	SENP7 inh	SENP6 inh	MPTP block
CCOc1ccc(CN(C)C(=O)CNC(=O)c2ccc3ccccc3c2)cc1OC	14	-5	-1	12	0	4	-1	-2.1
O=C(COc1ccc(Cl)cc1Br)NC(=O)NC1CCCC1	17	-2	0	8	-6	4	-30	-0.3
COc1cc(C(CC(=O)O)n2cnnn2)ccc1OC(C)C (stereo not drawn)	-10	-2	-5	4	1	4	10	-1.3
CCN(Cc1ccc(OC)c(F)c1)C(C)C(=O)Nc1ccc(S(=O)(=O)N2CCCC2)cc1 (stereo not drawn)	7	1	-2	1	0	-3	2	-0.8
O=C(C1=C[C@H](c2ccc3c(c2)OCO3)C[C@H](OCCCCO)O1)N1CCOCC1	7	-7	-5	-185	-3	-6	-8	-0.7
Cc1ccc(CCC(=O)Nc2ccc(N(C)C)cc2)o1	47	6	-2	14	-2	-6	0	2.1
Cc1ccc(C(=O)N2CCOCC2)cc1Cl	7	-3	-7	17	2	10	-6	-0.9
CCCC1=C(C(=O)OCC)C(c2cccs2)C(C#N)=C(N)O1 (stereo not drawn)	9	4	9	-49	2	-1	-4	-0.3
COc1cc(OC)cc(-c2nnc(SCc3ccc(C(=O)O)cc3)o2)c1	-19	4	-6	5	0	3	16	-0.9
Cc1nc(-c2cccc(NS(=O)(=O)c3ccccc3)c2)cs1	-15	6	12	16	-13	-5	-17	-0.4
CC(=O)C[C@@H](O)CC(=O)[C@H]1OC(=O)[C@@H](C)C/C=C\Cc2ccccc21	7	-5	x	-1	3	10	12	-0.1
CC1CCCC(NC(=O)COC(=O)COc2ccc(Br)cc2)C1C (stereo not drawn)	0	-2	-2	17	0	4	-2	-1.0
Cn1c(NCC(O)CO)nc2c1c(=O)n(Cc1ccc(Cl)c(Cl)c1)c(=O)n2C (stereo not drawn)	-6	4	-7	15	17*	-2	1	-0.8
COc1ccc(NS(=O)(=O)N2CCOCC2)cc1	-4	-1	2	4	-1	14	-15	-1.3
Cc1ccnc(SCC(=O)N2CCC(C(N)=O)CC2)n1	-8	-14	-6	23	-1	4	-7	0.1
CC(=O)NNC(=O)CCC(=O)Nc1ccccc1	-15	-5	0	3	1	-1	-21	-2.2
O=C(CN1CCN(Cc2ccccc2)CC1)N1CCN(c2ccccc2)CC1	3	-4	-17	22	-1	2	5	2.2
O=C(NCCCCc1ccccc1)C1CC(c2ccccc2[N+](=O)[O-])=NO1 (stereo not drawn)	11	-7	7	12	2	0	11	0.1
CCc1ccc(OS(=O)(=O)c2cn(C)c(=O)n(C)c2=O)cc1	13	-4	-4	15	0	2	15	0.5
CCOc1ccc(/C=C2\SC(=S)N(CC(=O)N(CCO)C(C)(C)C)C2=O)cc1	18	-1	-10	29	-3	-5	-10	1.8
COC(=O)[C@]1(C)N[C@H](c2ccc(-c3ccc(OC)cc3)cc2)[C@@H]2C(=O)N(C)C(=O)[C@@H]21	3	-4	0	-392	2	0	-14	0.2
CN(C)CCNC(=O)c1ccc2c(c1)N(Cc1ccc(F)cc1)CCS2	-2	-4	5	-426	0	7	-4	0.1
CCC(CC)CN1CCC(CN2C(=S)NC[C@@H]2CC(C)C)CC1	-3	-10	x	26	0	x	x	4.4
Cc1ccc(Cn2ncc3c(N4CCCC4)ncnc32)cc1	-7	-4	1	8	0	7	7	62*
NS(=O)(=O)c1ccc(CCNC(=O)CSc2nc3ccsc3c(=O)n2CCCCC(=O)O)cc1	19	-8	-1	6	-2	-6	-3	-0.9
O=C(NNC(=O)c1cccnc1)Nc1ccc([N+](=O)[O-])cc1	-6	-13	4	20	1	4	2	102*
C/C(=N\NC(=O)c1c(Cl)c(C)nn1C)c1cccc(NC(=O)COc2ccccc2)c1	-12	2	-13	8	0	-1	-24	-3.9
O=C(Nc1ccc2c(c1)OCCO2)NC1(C(F)(F)F)Oc2ccccc2O1	19	7	-1	17	-6	0	10	1.2
O=C(NCC1CCCO1)C1CCN(S(=O)(=O)c2cccc3cccnc23)CC1 (stereo not drawn)	-23	1	-2	3	1	0	20	-1.1
Cc1ccc(C)c(S(=O)(=O)N2CCN(C(=O)Nc3ccccc3)CC2)c1	4	0	-9	3	1	14	-13	-0.9
CC(O)c1cccc(NC(=O)CC(c2ccccc2)c2ccccc2)c1 (stereo not drawn)	-1	-2	3	16	-3	-5	15	0.1
CCc1nn(CC(=O)NCCN2CCN(C)CC2)c(=O)c2cc3occc3n12	12	-9	-2	15	1	-2	7	-1.8
O=C(O)C(Oc1ccc(Cl)cc1)c1ccc(Cl)cc1 (stereo not drawn)	-11	-4	-1	3	-4	x	x	-0.8
CCOP(=O)(OCC)C(NC(=O)Nc1c(C)cc(C)cc1C)c1ccccc1 (stereo not drawn)	45	-11	-10	16	0	-7	-3	0.7
O=C(/C=C/c1ccco1)NC1=NCCS1	-11	-8	-3	-20	-1	-2	5	-0.8
COc1ccccc1CN1[C@@H](CC(=O)O)c2cc(F)ccc2S1(=O)=O	-14	-1	-2	10	1	-12	-17	-0.4
O=C1CSC(c2ccccn2)N1Cc1cn2ccccc2n1 (stereo not drawn)	-12	-5	8	-7	-2	3	0	1.1
Cc1cccc(N2C(=O)CN(Cc3cccs3)C2=S)c1	-10	4	52*	18	1	5	6	-0.2
C[C@H](CO)NC(=O)[C@H](C)[C@H]1C[C@]1(C)[C@H](NC(=O)OCc1ccccc1)c1ccccc1	8	-6	-5	9	-1	-2	-7	-1.2
CC(C)C(C(=O)NC1CCCC1)N(CC1CCCO1)C(=O)CNS(=O)(=O)c1ccc(F)cc1 (stereo not drawn)	3	-3	-2	4	-1	4	-8	0.3

Whole records as entered above. Order of values: PfG6PD inh | HKDC1 inhibitor | ATG4B inh | SENP8 inh | GRIN3A LBD mod | SENP7 inh | SENP6 inh | MPTP block
CC(C)C(C(=O)NC1CCCC1)N(CC1CCCO1)C(=O)CNS(=O)(=O)c1ccc(F)cc1 (stereo not drawn) in the list: 3 | -3 | -2 | 4 | -1 | 4 | -8 | 0.3
Cc1ccnc(SCC(=O)N2CCC(C(N)=O)CC2)n1 in the list: -8 | -14 | -6 | 23 | -1 | 4 | -7 | 0.1

Continued.
SMILES	PfG6PD inh	HKDC1 inhibitor	ATG4B inh	SENP8 inh	GRIN3A LBD mod	SENP7 inh	SENP6 inh	MPTP block
Nc1nc(SCc2ccccc2)c2ncn(C3CCCO3)c2n1 (stereo not drawn)	-2	-4	-6	-5	-1	x	x	-2.5
Cc1ccc(OCC(=O)Nc2oc(-c3ccccc3)c(-c3ccccc3)c2C#N)cc1	-20	4	16	-40	3	-6	-15	-1.5
CC(NC(=O)C1CC1)c1ccc(-c2ccccc2)cc1 (stereo not drawn)	8	-4	7	5	-3	0	9	0.3
CC(=O)c1cccc(NC(=O)C2CCCC2)c1	1	-1	-6	20	-1	5	-5	0.8
COc1ccc(NC(=O)CN(C)S(=O)(=O)c2cnc[nH]2)cc1OC	-6	-4	-3	-2	0	3	-7	0.4
CC1(NC(=O)CCc2nc3ccccc3c(=O)[nH]2)CCS(=O)(=O)C1 (stereo not drawn)	-9	-5	-7	7	-1	9	-7	-0.2
CCOc1ccc(CCNC(=O)c2cc3sccc3n2C)cc1OCC	12	-5	-2	17	0	-9	-13	0.8
CCCc1nc(N2CCOCC2)c(C#N)c2c1CCCC2	-4	11	-7	i	3	-2	-9	0.7
CC(C)c1ccc(NC(=O)C(c2ccc3c(c2)OCO3)N2CCCCC2)cc1 (stereo not drawn)	45	-1	4	18	-3	-6	-1	6.6
O=C(CSc1nc2ccccc2c(=O)n1CC1CCCO1)Nc1ccc(F)cc1 (stereo not drawn)	8	1	-11	-6	0	-2	-2	1.1
COc1ccc2cc3c(N)nn(C(=O)C4CCC(C(C)(C)C)CC4)c3nc2c1 (stereo not drawn)	25	-5	-5	-120	0	23	0	30
O=C(NCCN1CCN(C(=O)c2c(F)cccc2F)CC1)C(=O)Nc1ccc(Cl)cc1	-7	-6	0	2	1	-9	-7	-1.4
COc1ccc(CN2CCCCCC2)cc1	13	-6	0	19	-1	11	-9	-2.0
Cc1cccc(NC(=O)C2NC(=O)CC2c2ccccc2)c1C (stereo not drawn)	-4	-8	4	13	-1	0	-5	-0.7
CC(=O)N1CCOc2ccc(S(=O)(=O)N3CCC(C(=O)Nc4ccc(F)cc4)CC3)cc21	13	-2	-13	6	4	1	5	-2.4
CC(C(=O)NCCS(=O)(=O)c1ccc(Br)cc1)S(=O)(=O)c1ccc(Cl)cc1 (stereo not drawn)	-6	-3	-1	11	1	4	-26	0.1
O=C(CSc1ccc2c(c1)OCCO2)Nc1cccnc1	-4	-8	-1	12	2	1	-2	-0.8
CCOc1ccc(CCNC(=O)C2CCCN(c3nnc(-n4cccc4)s3)C2)cc1OCC (stereo not drawn)	-6	-1	-9	18	39*	-1	2	-2.1
Cc1ccc(NC(=O)CNC2CCS(=O)(=O)C2)cc1C (stereo not drawn)	15	-2	-7	18	2	x	x	-0.2
O=C(NCc1ccncc1)c1cc2ccccc2nc1Cl	-5	-3	-6	-4	-1	4	-5	-0.5
O=C(Nc1ccccc1C(=O)N1CCOCC1)C1COc2ccccc2O1 (stereo not drawn)	-17	-9	8	11	1	3	14	-0.7
Cc1cc(NC(=O)COC(=O)COc2ccc(C(=O)c3ccccc3)cc2)no1	6	7	-15	24	4	3	-5	-3.8
Cc1ccccc1C(=O)O/N=C(\N)c1cccc([N+](=O)[O-])c1	8	-12	-1	28	-7	37	31	-0.6
O=C(CSc1nc(NS(=O)(=O)c2ccccc2)cc(=O)[nH]1)Nc1ccccc1C(F)(F)F	6	-3	-6	14	-1	1	-8	0.0
